sdo1 growth: sdo1-depleted yeast growth rescue. S. cerevisiae sdo1-depleted JHY4D growth rescue, OD600 30 h; hits give high values; pdr5 snq2 efflux-pump mutant strain. z-score at 10 µM. hit rate 0.21% among 140,000;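 active = z-score above 3 at both the 24 hr and the 30 hr optical density reads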;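 note: z-score against mean and SD of all compound wells on the same plate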
Insulin prom inh: TRM-6 insulin promoter activity inhibition; AID 1273; TRM-6 cells (human fetal islet line), insulin promoter-eGFP reporter, imaging; reporter expression induced with tamoxifen; hit rate 0.9% among 130,000; inhibition, % at 2 µM;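 active = inhibition above the mean plus 3 SD, with well images judged a real hit on visual review, cut at about 60% in these data, passing the limit was not always enough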
sdo1 growth Rescue 24 h: also measured in sdo1 growth; calls as there; z-score; S. cerevisiae sdo1-depleted JHY4D growth rescue, OD600; measured here: growth rescue at 24 h;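 0 is the plate mean of compound wells and units are plate SD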
* hit, by the source's call; . = not tested or not shown; [ ] = remark or other dose.

sdo1 growth	sdo1 growth Rescue 24 h	Insulin prom inh	Structure
-0.53	-1.1	-33	CCOC(=O)c1[nH]c(C)c(C(=O)c2ccc(C)cc2)c1C
0.87	0.4	.	COCCNc1ncnc2nc[nH]c12
.	.	6	CCC1(c2ccccc2)NC(=S)N(c2ccc(C)cc2)N1 (stereo unspecified)
.	.	5	Cc1cc(C)n2nc(C(=O)Nc3ccc4c(c3)CCC4)nc2n1
1	0.44	.	COc1ccc(OCC(=O)Nc2cccc(OC)c2)cc1
-1.5	-1.6	.	Cc1cccc(N2CCN(C(=O)C(Cc3ccccc3)n3cccc3)CC2)c1C (stereo unspecified)
0	1.6	28	C(=C\c1cc(/C=C/c2ccccc2)ncn1)/c1ccccc1
0.41	0.35	9	Cc1ccc(C)n1NC(=O)c1ccco1
0.45	2.2	-14	O=C(CC(=O)N/N=C/c1ccc(Cl)cc1Cl)NCc1ccccc1
0.74	-0.02	20	OCCNc1nc2ccc(Cl)cc2[nH]1
2	2.9	-252	COc1ccccc1N1CCN(CC(O)COc2ccc3c(C)cc(=O)oc3c2)CC1 (stereo unspecified)
0.67	0.43	.	Cc1ccc2c(C)[nH]c(=O)cc2c1
0.4	-0.26	-91	O=C(C1CCC1)N1CCN(Cc2ccccc2)CC1
.	.	5	Cc1cc(C)c(Cn2c(=O)n(CCCC(=O)NCc3ccco3)c(=O)c3ccccc32)c(C)c1
-0.47	-0.07	-32	Cn1c(O)c(N=Nc2nc(-c3ccccc3)cs2)c2ccccc21
-0.01	-0.34	-3	COc1ccc(NC(=O)C2CCC(=O)N2S(=O)(=O)c2ccc(C)cc2)c(OC)c1 (stereo unspecified)
0.55	1.1	.	CN(C(=O)c1coc(=O)c2ccccc12)c1ccc(F)cc1
0.39	0.57	36	CCOC(=O)c1ccc(NC(=O)CC2C(=O)N(c3ccccc3)C(=O)N2CCCOC)cc1 (stereo unspecified)
-0.28	2.8	.	Cc1ccc(Cl)cc1N1CCN(C(=O)C2CCN(S(=O)(=O)c3c(C)nn(C)c3C)CC2)CC1
-0.88	-0.68	29	O=C(Nc1ccn(-c2ccccc2)n1)c1ccc(S(=O)(=O)N2CCCCCC2)cc1
-0.09	-0.53	.	COc1cc2c(C(=O)N3CCN(C4CCCCC4)CC3)cn(CC(C)C)c(=O)c2cc1OC
0.86	1.2	44	O=C(NCc1ccccc1)C(c1ccc(O)cc1)N(C(=O)Cn1nnc(-c2cccs2)n1)c1ccc2c(c1)OCCO2 (stereo unspecified)
0.59	0.32	17	Nc1nsnc1C(=O)NCCO
0.74	0.95	.	COc1ccc(C(=O)Cn2c(Br)nc3c2c(=O)n(C)c(=O)n3C)cc1OC
0.93	0.55	.	CCOC(=O)/C(C#N)=C/c1ccc(OC(=O)c2ccccn2)cc1
0.11	-0.17	-55	CCOc1ccc(CNc2ccc3c(c2)ncn3C)cc1
-0.53	-0.87	.	Cn1cc([N+](=O)[O-])c(C(=O)Nc2ccc3c(c2)OCCO3)n1
0.54	-0.18	9	COc1ccc(NC(=O)OC(C)C)cc1
1.1	0.08	-19	COCC(=O)Nc1cc([N+](=O)[O-])ccc1C
-0.24	-1	-6	COc1ccc(S(=O)(=O)N2CCN(C(=O)NCc3ccccc3)CC2)cc1
0.19	-0.44	45	CC(=O)N1CCN(c2ccc(S(=O)(=O)N3CCCCC3)cn2)CC1
0.78	0.44	24	COc1ccc(OC)c(NC(=O)CSc2nnc(CCCO)n2-c2ccccc2)c1
0.95	0.86	.	Nn1cnc2c([nH]c3ccccc32)c1=O
-1.5	-1.8	38	CCOc1ccc(OC(=O)NC(c2ccccc2)C(Cl)(Cl)Cl)cc1 (stereo unspecified)
0.48	-0.03	14	CCCN1C(=S)SC(C)(C)C1/[N+]([O-])=C/c1cccnc1 (stereo unspecified)
0.65	0.13	7	CCn1c(CNC(=O)c2ccco2)nnc1SCC(=O)Nc1cc(C)c(C)cc1Br
-0.7	-1.5	.	COc1cc(C2CC(C(F)(F)F)n3ncc(C(=O)O)c3N2)cc(OC)c1OC (stereo unspecified)
-0.07	0.75	-27	CC(OC(=O)c1ccccc1N1C(=O)C2C3CCC(C3)C2C1=O)C(=O)c1ccccc1 (stereo unspecified)
-0.55	-0.35	14	O=C(CSc1ncccc1-c1nc2ccccc2[nH]1)N1CCN(c2ccccc2F)CC1
2.3	3	34	Cc1[nH]n(-c2ccccc2)c(=O)c1/C=N/Nc1nncc(-c2ccccc2)n1
0.92	-0.16	-9	CCC(C)NC(=O)c1c(C)cc(=O)oc1C (stereo unspecified)
-0.19	-0.7	.	O=C(CN1CCc2ccccc21)NCc1ccc2c(c1)OCO2
-0.09	-0.44	-27	CCn1nc(C(=O)OCC(=O)N2CCc3ccccc32)c2ccccc2c1=O
0.67	0.38	29	Cc1cc(C)c(S(=O)(=O)Nc2nnc(C)s2)c(C)c1
0.57	0.59	55	CC(C)(C)NC(=O)Cn1cnc([N+](=O)[O-])n1
-0.2	-0.18	15	CCC1C(O)=C(c2ccccn2)C(=N)N1c1ccccc1 (stereo unspecified)
0.22	-0.59	4	Cc1sc(NC(=O)C2CCCCC2C(=O)O)c(C(N)=O)c1-c1ccccc1 (stereo unspecified)
1	0.19	25	COCCNC(=S)N(Cc1cccnc1)Cc1ccc(OC)c(OC)c1
0.23	0.07	-5	Cc1cc(C)cc(NC(=O)C2CCCN2C(=O)Oc2ccccc2)c1 (stereo unspecified)
.	.	-83	N#Cc1cc2cc3ccccc3nc2n2c(=O)c3ccccc3nc12

(next part)
sdo1 growth	sdo1 growth Rescue 24 h	Insulin prom inh	Structure
5.2*	3.5*	36	COc1ccccc1OC(C)C(=O)O (stereo unspecified)
-0.8	0.32	17	Cn1c(SCC(=O)c2ccc3c(c2)Cc2ccccc2-3)nnc1-c1ccccc1
0.04	0.05	-306	COc1ccc(C(=O)n2nnc3ccccc32)cc1OC
-0.24	-0.59	.	Cn1c(=O)c2c(nc(SCC(=O)N3c4ccccc4CCc4ccccc43)n2C)n(C)c1=O
-0.87	-1	-16	CC(NC(=O)c1ccccc1Br)c1ccc2c(c1)CCCC2 (stereo unspecified)
0.51	-0.1	-31	C/C(=N\NC(=O)CCC(=O)Nc1ccccc1)c1cccs1
0.76	0.67	16	CN(C)S(=O)(=O)c1ccc(C(=O)N2CCC(c3nc4ccccc4o3)CC2)cc1
.	.	67	O=C(O)C1CCN(C(=O)Cc2ccccc2)CC1
1.2	1.2	63	Cc1ccc(S(=O)(=O)NC2(C(F)(F)F)NC(=O)N(C)C2=O)cc1 (stereo unspecified)
0.51	-0.1	-22	O=C(c1cccnc1)N1CCN(Cc2ccc3c(c2)OCO3)CC1
-1.8	-1	.	COc1ccc(-c2nc(C#N)c(NC(C)c3ccccc3)o2)cc1OC (stereo unspecified)
.	.	-67	Cn1ccc(-c2ccccc2)c(C#N)c1=O
-0.49	-0.46	.	Cc1ccc2nc(SCC(=O)NC3CCCc4ccccc43)[nH]c2c1 (stereo unspecified)
1.1	0.5	29	O=c1[nH]c(N2CCOCC2)nc2c1CCCC2
.	.	42	CCc1nnc(NC(=O)C2CCCN2C(=O)Nc2ccccc2)s1 (stereo unspecified)
0.86	1.1	30	CCCc1cc(=O)n2[nH]cnc2n1
-0.52	-0.91	.	Cc1ccc(C(=O)NCC(=O)Nc2cccc(C(F)(F)F)c2)cc1
-1	-1.3	7	O=C(COc1ccc(Br)cc1)N(Cc1ccccc1)c1ccccn1
.	.	-17	Cc1ccc(S(=O)(=O)NN2C(=O)c3ccccc3NC2c2cccc(O)c2)cc1 (stereo unspecified)
.	.	8	COc1ccc(N2C(=S)N=C(Nc3ccccc3)C23CCCCC3)cc1
-0.11	-0.33	-4	C/C(=N/Nc1ccc(C(=O)O)cc1)c1ccc(O)c(O)c1O
-0.62	-0.97	-3	CCOc1ccc(Oc2nc(Nc3ccc(C)cc3)nc(N(C)C)n2)nn1
.	.	78*	Cn1cc([N+](=O)[O-])c(C(=O)N/N=C/c2ccc3c(c2)OCO3)n1
-1.2	-1.2	44	Cc1sc2ncnc(Nc3ccc(N4CCOCC4)cc3)c2c1-c1ccccc1
0.46	0.04	.	Cc1ccc(NC(=O)CS(=O)(=O)c2c[nH]c3ccccc23)c(C)c1
-0.18[13.2 µM]	0.12	11	CC(/C=N/O)Cc1ccc2c(c1)OCO2 (stereo unspecified)
0.53	-0.06	.	CC(Sc1nnc(N)s1)c1ccccc1Cl (stereo unspecified)
.	.	-14	COc1ccc(OC)c(NS(=O)(=O)c2ccc(Br)s2)c1
-1.2	0.21	13	Cc1ccc2c3c([nH]c2c1C)-c1nonc1CC3
0.11	-0.98	-8	O=C(NCCCN1CCCC1)C1CCC(=O)N1C1CCCCC1 (stereo unspecified)
1.4	1.6	.	CCCS(=O)(=O)N1CCCC(C(=O)NCCCN(C)c2ccccc2)C1 (stereo unspecified)
.	.	23	O=C(CSc1nnc(CNC(=O)c2cccs2)o1)Nc1ccccc1
0.66	0.35	3	CCOC(=O)Cn1cnc2sc3c(c2c1=O)CCC3
0.72	1.1	7	O=C(c1c(F)cccc1F)N1CCN(c2ccccc2F)CC1
.	.	19	OC(COc1ccccc1)CN1CCCC1 (stereo unspecified)
0.32	-0.34	42	[O-][N+]12CCN(CC1)c1ccccc12
0.12	-0.14	36	CN(C)S(=O)(=O)N1CCN(C(=O)N2CCCCC2)CC1
0.78	1.5	.	O=C(Cc1ccccc1)N[C@H](c1ccccc1)P(=O)(O)CO
.	.	17	O=C(/C=C/c1ccc([N+](=O)[O-])cc1)NCCOc1ccc(F)cc1
-0.48	-0.71	.	CCCN(CCC)S(=O)(=O)c1ccc2c(c1)CCCN2C(C)=O
-1.6	-1.8	-125	O=C(NC(=S)Nc1ncc(Br)cc1Br)c1cncc(Br)c1
0.67	0.28	.	CCOC(=O)c1cnn(-c2ccccn2)c1N
0.86	2.5	11	Cc1sc2c(c1C)c(=O)n(-c1ccc(F)cc1)c(=O)n2CC(=O)NCc1ccco1
0.87	1.5	39	N#CC1=C(N)N(c2ccccc2)C(c2ccccc2)C1(C#N)C#N (stereo unspecified)
0.58	0.11	-6	C/C(=N\Nc1ccc(F)cc1)c1ccncc1
0.02	-0.34	9	CC(/C=C/c1ccccc1)=N\NC(=O)CNC(=O)c1ccccc1Cl
-0.55	0.24	-413	CCOC(=O)c1cccc(COC(=O)c2cccc(-c3nnc(-c4ccccc4)o3)c2)c1
1	0.37	-23	Cc1ccc(C(=O)NNC(=O)C2CCN(S(=O)(=O)c3ccc(Cl)cc3)CC2)cc1
2.4	2.1	7	COC(=O)c1ccc(CSc2nnc(CNC(=O)c3cccs3)o2)o1
1.1	1.2	.	CC(=O)c1ccc(NC(=S)N2CCC(O)CC2)cc1

New compounds follow
sdo1 growth	sdo1 growth Rescue 24 h	Insulin prom inh	Structure
.	.	44	Oc1cccc(/C=N\Nc2nncc(-c3ccccc3)n2)c1
0.45	0.04	5	CC1(C)CC(=O)C=C(Nc2ccccc2NC(=O)c2cnccn2)C1
1.1	1	.	CN1CCN(CCCNC(=O)Cn2nc(-c3ccccc3)ccc2=O)CC1
0.72	0.35	-77	COCC(C)NC(=O)NC(=O)c1ccc(Cl)cc1 (stereo unspecified)
0.46	1.4	3	C=CCn1c(N)c(C(=O)OCCC)c2nc3ccccc3nc21
-0.14	-0.11	-9	CC(C)C(=O)NCCn1ccc2ccccc21
-0.74	0.36	18	C/C(=N\NC(=O)C1CC1(c1ccccc1)c1ccccc1)c1cccc([N+](=O)[O-])c1 (stereo unspecified)
.	.	-6	CCN1C(=O)CS/C1=N\S(=O)(=O)c1ccc(C)cc1
1.3	1.4	8	O=C(C1CCN(S(=O)(=O)N2CCOCC2)CC1)N1CCN(c2ccccc2)CC1
-0.2	-0.09	0	O=C(Nc1ccc(Cl)c([N+](=O)[O-])c1)c1cnccn1

Entries from the list above that have an NH in an aromatic ring:
sdo1 growth	sdo1 growth Rescue 24 h	Insulin prom inh	Structure
-0.53	-1.1	-33	CCOC(=O)c1[nH]c(C)c(C(=O)c2ccc(C)cc2)c1C
0.87	0.4	.	COCCNc1ncnc2nc[nH]c12
0.74	-0.02	20	OCCNc1nc2ccc(Cl)cc2[nH]1
0.67	0.43	.	Cc1ccc2c(C)[nH]c(=O)cc2c1
0.95	0.86	.	Nn1cnc2c([nH]c3ccccc32)c1=O
-0.55	-0.35	14	O=C(CSc1ncccc1-c1nc2ccccc2[nH]1)N1CCN(c2ccccc2F)CC1
2.3	3	34	Cc1[nH]n(-c2ccccc2)c(=O)c1/C=N/Nc1nncc(-c2ccccc2)n1
-0.49	-0.46	.	Cc1ccc2nc(SCC(=O)NC3CCCc4ccccc43)[nH]c2c1 (stereo unspecified)
1.1	0.5	29	O=c1[nH]c(N2CCOCC2)nc2c1CCCC2
0.86	1.1	30	CCCc1cc(=O)n2[nH]cnc2n1
0.46	0.04	.	Cc1ccc(NC(=O)CS(=O)(=O)c2c[nH]c3ccccc23)c(C)c1
-1.2	0.21	13	Cc1ccc2c3c([nH]c2c1C)-c1nonc1CC3
